KDM5B inhibitor – Primary screen for KDM5B Histone Demethylases FDH-coupled qHTS | KDM5B demethylase, FDH-coupled NADH fluorescence (FDH is formaldehyde dehydrogenase) | Potency, µM (top dose mostly 57.7 µM), inactives show top-dose activity change, negative = inhibition, hits mostly inhibitors | actives 2.6% (n = 220,000) | AID 1347165, 2019; active means well fitted inhibition curve with a large enough effect; inconclusive means small, poorly fitted or top-dose-only effect; inactive means no such curve, though single readings can be large or run the other way; further: 0% is about no effect; nearly all actives have a fitted effect of over 70% in size
Target sequence (Q9UGL1 whole entry, looked up): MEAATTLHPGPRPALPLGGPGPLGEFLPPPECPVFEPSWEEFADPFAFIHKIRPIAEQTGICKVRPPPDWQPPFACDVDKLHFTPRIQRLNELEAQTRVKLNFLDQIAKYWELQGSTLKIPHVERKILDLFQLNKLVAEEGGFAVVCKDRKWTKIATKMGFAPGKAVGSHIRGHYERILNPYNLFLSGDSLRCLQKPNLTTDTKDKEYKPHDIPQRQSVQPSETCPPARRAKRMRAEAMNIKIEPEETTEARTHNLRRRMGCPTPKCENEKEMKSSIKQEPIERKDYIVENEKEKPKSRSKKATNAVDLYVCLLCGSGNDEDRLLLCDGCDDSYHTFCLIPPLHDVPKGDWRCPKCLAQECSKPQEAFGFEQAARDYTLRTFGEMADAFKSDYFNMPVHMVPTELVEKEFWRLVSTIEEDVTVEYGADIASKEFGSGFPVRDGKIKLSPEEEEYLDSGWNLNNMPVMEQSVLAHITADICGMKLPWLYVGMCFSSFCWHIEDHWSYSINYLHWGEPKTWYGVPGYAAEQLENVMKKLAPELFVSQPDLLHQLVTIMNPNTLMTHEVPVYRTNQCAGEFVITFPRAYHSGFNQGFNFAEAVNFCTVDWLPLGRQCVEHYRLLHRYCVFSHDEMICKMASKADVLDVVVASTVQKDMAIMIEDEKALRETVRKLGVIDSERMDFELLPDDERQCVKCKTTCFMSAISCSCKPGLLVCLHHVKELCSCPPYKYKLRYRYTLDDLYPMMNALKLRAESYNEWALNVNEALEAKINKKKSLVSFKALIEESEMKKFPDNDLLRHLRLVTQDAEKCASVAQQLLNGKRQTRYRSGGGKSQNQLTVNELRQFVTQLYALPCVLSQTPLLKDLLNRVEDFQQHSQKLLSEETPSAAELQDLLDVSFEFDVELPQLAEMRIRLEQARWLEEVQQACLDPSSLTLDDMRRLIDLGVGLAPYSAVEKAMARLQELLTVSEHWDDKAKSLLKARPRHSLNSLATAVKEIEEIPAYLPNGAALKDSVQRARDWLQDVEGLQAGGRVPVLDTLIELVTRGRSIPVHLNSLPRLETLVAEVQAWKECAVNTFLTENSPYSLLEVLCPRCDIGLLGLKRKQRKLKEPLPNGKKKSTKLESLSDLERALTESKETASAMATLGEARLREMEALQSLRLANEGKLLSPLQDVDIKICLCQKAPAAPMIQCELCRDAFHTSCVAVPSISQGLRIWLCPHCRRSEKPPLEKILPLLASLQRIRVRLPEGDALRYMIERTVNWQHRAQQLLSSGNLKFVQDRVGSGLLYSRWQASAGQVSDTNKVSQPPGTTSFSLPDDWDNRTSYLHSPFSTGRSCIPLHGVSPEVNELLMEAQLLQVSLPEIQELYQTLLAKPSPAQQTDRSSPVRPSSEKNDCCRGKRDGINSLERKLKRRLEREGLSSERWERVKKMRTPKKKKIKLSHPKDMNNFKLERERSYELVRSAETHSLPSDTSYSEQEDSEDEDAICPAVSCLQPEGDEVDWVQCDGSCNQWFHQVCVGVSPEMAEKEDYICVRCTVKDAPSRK
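qHTS format, multiple compound concentrations. Buffer 50 mM HEPES pH 7.5/0.01% Tween-20; 200 nM KDM5BΔAP final; 10 min compound preincubation; substrate-mix levels 12.5 µM peptide, 25 µM α-KG, 0.25 mM NAD⁺; 30 min RT; ΔRFU.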
Active calls of the source: *; i = inactive; ? = inconclusive; & = joins results of further samples; [ ] = dose if it differs, or a comment. Potency means the concentration at half of the fitted maximal effect. Some of the compounds tested (hit frequency here may not be typical).

KDM5B inhibitor	compound
-7.7%	Cc1ccc(NC(=O)C(c2ccccc2)n2cnc3c2c(=O)n(C)c(=O)n3C)cc1 (stereo not given)
19.8%	C/C(=N\NC(=O)Cc1c(C)[nH][nH]c1=O)c1ccc(Cl)c(Cl)c1
?	COCCN1C(=O)C(=O)/C(=C(/O)c2ccc(S(=O)(=O)N3CCOCC3)cc2)C1c1cccc(O)c1 (stereo not given)
-2.4%	Cc1nnc([C@@H]2CC(F)(F)CN2S(=O)(=O)c2cccc(F)c2)o1
22.5%	CC(=O)c1ccccc1OCCN1CCN(C2CCS(=O)(=O)C2)CC1 (stereo not given)
?	Cc1noc(C)c1-c1cc2cc(C(C)C)oc2c(-c2ccnn2C)n1
25.6%	O=C(NC1(c2ccccc2)CCC1)c1cccc(Cl)c1Cl
-1.2%	O=C(Nc1oc2ccc(Cl)cc2c(=O)c1-c1ccccc1)c1cccc([N+](=O)[O-])c1
?	O=C(c1ccco1)N1CCN(C(=O)c2cccn3c(=O)c4c5c(sc4nc23)CCCC5)CC1
19.8%	CCOC(=O)c1ccc(N=NN(C)C)cc1
10.9%	Cc1ccc(N/C(N)=N/c2nc(CSc3nnc(N)s3)cc(=O)[nH]2)cc1
-11.8%	Cc1ccc(NS(=O)(=O)c2c(C)nc3sc(C)cn3c2=O)c(C)c1
-14.7%	Cc1cccc(NS(=O)(=O)c2c(C(=O)N3CCCC3)c(C)n(C)c2C)c1C
-9.3%	COc1cccc(CN2CCc3nc(C(C)C)nc(-c4ccc(O)cc4)c3CC2)c1
-24.6%	N#Cc1c(N)n(-c2ccccc2N)c2nc3ccccc3nc12
-19.0%	CN(C(=O)CSc1nnc(-c2ccc([N+](=O)[O-])cc2)o1)c1ccccc1
-0.6%	COc1cccc(CN2CCCC(c3nc(-c4cccnc4)no3)CCNC(=O)CC2)c1OC (stereo not given)
9.4%	CC(C)=CC(=O)NCCSC1CCCC1
13.6%	CC(Cc1nc2ccccc2s1)(C(=O)O)c1ccccc1 (stereo not given)
-2.2%	O=C(NC1CCCN(c2cc(-c3ccc(Cl)cc3)[nH]n2)C1)c1ccncc1 (stereo not given)
-29.6%	Cc1ccc(OCC(C)CN2CCC(C(O)(c3ccccc3)c3ccccc3)CC2)cc1 (stereo not given)
?	COc1ccc2c(c1OC)C(=O)N1C2SC[C@H]1C(=O)NCCC(C)C (stereo not given in full)
27.6%	NC(=O)c1ccccc1NC(=O)CSC1=NCCS1
-26.4%	CSc1ccc(CN(C)CC(=O)N(C)c2ccccc2C(=O)NCc2ccco2)cc1
21.8%	Nn1c(SCc2ccc(Br)cc2)nnc1-c1cccnc1
-12.7%	Cn1nc(C(=O)Nc2nc3c(s2)CCC3)c2ccccc2c1=O
-1.7%	CCOC(=O)c1c(C)sc(-c2c(-c3ccc4c(c3)OCCO4)[nH]c3c2c(=O)[nH]c(=O)n3C)c1O
10.0%	Cc1cc(C)n(-c2nc3c(c(=O)n(CC(C)C)c(=O)n3C)n2CCc2ccccc2)n1
7.9%	COc1ccc(NC(=O)CN(C)C(=O)c2ccc(-c3cc(Cl)ccc3Cl)o2)cc1
16.2%	Cc1nc(NCCC(C)C)sc1C(=O)NCc1ccncc1

(continued)
KDM5B inhibitor	compound
8.8%	CC(C)CCNC(=O)CSc1nc2ccsc2c(=O)n1Cc1ccccc1
-90.7%	CCOc1cc(N2CCOCC2)c(OCC)cc1NCC(=O)N1CCN(Cc2ccccc2)CC1
-1.6%	CC(Cc1c[nH]c2ccccc12)NC(=O)CCNc1nc(Cl)nc2nc[nH]c12 (stereo not given)
-0.3%&2.8%	CCOC(=O)N1CCN(c2ncc3c(n2)CC(c2ccc(Cl)cc2)CC3=O)CC1 (stereo not given)
-149.9%	O=c1[nH]c(=O)n(Cc2ccccc2)c2c1C(C(F)(F)F)(C(F)(F)F)N=C(c1cccs1)N2
21.9%	CC12CCC(=O)N1C(C(=O)NCCc1ccccc1)CS2 (stereo not given)
?	COc1ccc2oc(C(=O)OCC(=O)NC(=O)c3ccccc3)c(C)c2c1
-6.0%	CCN1CCCC1CNC(=O)C(=O)Nc1ccc2cc[nH]c2c1 (stereo not given)
?	O=C(NC1CC1)c1ccc(Cn2c(SCc3ccccc3F)nc3cccnc32)cc1
?	O=C(NCc1ccco1)c1cc2cc(Br)ccc2o1
24.1%	Cc1ccc(/C=C/C(=O)OC(C)C(=O)c2ccc3c(c2)CCC3)cc1 (stereo not given)
?	CCS(=O)(=O)N1CCCN(S(=O)(=O)c2ccccc2)CCC(=O)NCC1
1.5%	O=C(NC1CCCC1)N1CCC(OC2CCN(Cc3ccccc3)CC2)CC1
10.0%	CCC(CC)c1nc(C#N)c(NC(C)c2ccccc2)o1 (stereo not given)
i	CC(C)CNc1ccc2c(n1)C(C)(C(=O)NC(C)C)CN(Cc1ccccc1)C2 (stereo not given)
19.4%	Cc1ccc(N(Cc2cccs2)C(=O)c2cccs2)cc1
-15.3%	Cc1ccc(CN(C)CC(=O)NC(=O)NCc2ccco2)cc1
0.9%	CCC(C)[C@H](NC(=O)OC(C)(C)C)c1nnc(SC)o1 (stereo not given in full)
18.0%	Cn1nc(C(=O)Nc2ccccc2C(=O)NC2CC2)c2ccccc2c1=O
?	Cc1ccc2[nH]c(C(=O)O)cc2c1
-5.9%	COc1cccc(NC(=O)CSc2nccn2Cc2ccc3c(c2)OCO3)c1
-23.2%	O=C(CSc1ccc2c(c1)OCCO2)c1c[nH]c2ccccc12
11.4%	CCCn1c(=O)c2ccc(C(=O)NCC(C)C)cc2n2c(SCc3ccc(F)cc3)nnc12
18.4%&-5.0%	Cc1ccc(Cn2ccnc2SCC(=O)NCc2ccccc2Cl)cc1
25.1µM*	COc1ccc(OCC2(C)COc3ccc(C(=O)NCC(C)C)cc3N2)cc1 (stereo not given)
-7.7%[115 µM]	COc1ccc(CN2CCC3(Cc4ccccc4CNC3=O)C2)c(O)c1 (stereo not given)
24.2%	CCc1cc(=O)n(CC(=O)Nc2ccc3c(c2)OCO3)c(-c2cccc(F)c2)n1
0.2%	Cc1cnc(C2CCOCC2)n1C1CCCN(C(=O)c2cn(C)cn2)C1 (stereo not given)
31.6µM*	COc1cccc(NC(=O)c2cnc3c(c2)N(Cc2ccccc2)CCC3)c1
-9.9%	CCOc1ccc(OCC)c(NC(=O)C2CCCN(S(=O)(=O)c3ccc(C)cc3)C2)c1 (stereo not given)

Filtered by structure, the entries above containing a COOH group.
KDM5B inhibitor	compound
13.6%	CC(Cc1nc2ccccc2s1)(C(=O)O)c1ccccc1 (stereo not given)
?	Cc1ccc2[nH]c(C(=O)O)cc2c1

Additional results
KDM5B inhibitor	compound
5.8%	COC(=O)C1=C(N)N(c2cccc(C)c2)C2=C(C(=O)CCC2)C1c1ccc2c(c1)OCO2 (stereo not given)
-29.3%	Cc1c(CCC(=O)N2CCCCC2)c(=O)oc2cc3occ(C(C)(C)C)c3cc12
-19.9%	N#CC1=C(N)N2CCc3cc4c(cc3C2=CC12C(=O)Nc1cc3c(cc12)OCCO3)OCO4 (stereo not given)
20.0%	CSc1nnc(-c2cccc(NC(=O)c3ccccc3)c2)n1C
?	c1ccc(-c2nnc(-c3ccccn3)c(-c3ccccn3)n2)nc1
-8.7%	C=C(C)C[C@@H]1Cc2c(Br)cccc2[C@@H](CC(=C)C)N1
11.9%	Cc1cc2c(c(=O)n(-c3ccc(F)cc3)c(=O)n2CC(=O)Nc2ccc3c(c2)OCO3)n1C
27.1%	O=C(Cn1nnc(-c2cc(F)ccc2Br)n1)N1CCOCC1
12.5%	O=c1c2c(-c3ccc(Cl)cc3)noc2ncn1Cc1ccc(F)cc1Cl
11.6%	COc1ccc(/C=C2\Cc3ccccc3C2=O)cc1Br
3.5%&-16.2%	O=C(/C=C/c1ccccc1Cl)N1CCC(c2nc3ccccc3o2)CC1
15.5%	Cc1ccc(C(=O)c2cccc(C(=O)c3ccc(C)cc3)c2)cc1
15.2%	CCCNC(=S)Nc1cccc(F)c1
22.7%	COc1cccc(-c2nc3cc(NC(=O)c4cccc([N+](=O)[O-])c4)ccc3o2)c1
18.8%	COc1ccc(NC(=O)COc2ncnc3ccccc23)cc1Cl
-10.0%	Cc1cc(C)cc(NC(=O)CSc2nc(=O)n(CCN3CCOCC3)c3c2CCC3)c1
?	Cc1sc2nc(CN3CCCCC3)nc(Sc3nnnn3C3CC3)c2c1C
?	CC(C)CCN1CC[C@@H]2OCC(=O)N(Cc3c[nH]c4ccccc34)[C@H]2CC1
20.5%	Cc1c(NC(=O)c2cc(-c3ccc(Cl)c(Cl)c3)on2)c(=O)n(-c2ccccc2)n1C
?	COCCNC(=O)[C@@H]1C[C@H](Oc2cccnc2)CN1C(=O)c1ocnc1C
-22.1%	O=C(CCS(=O)(=O)c1ccc(Br)cc1)Nc1ccc(Cl)c(C(F)(F)F)c1
22.9%	CNC(=O)[C@@H]1CN(C(=O)c2ccc(F)c(F)c2)C[C@H]1COC
?	O=C(N[C@@H]1CN(Cc2ccc3cc[nH]c3c2)C[C@H]1CO)c1ccccc1
-5.5%	CNC(=O)NC(=O)CN(CCC1CCCCC1)CC(N)=O
21.4%	CCc1ccc(/C=C(/C#N)C(=O)Nc2ccc(N3CCOCC3)cc2)cc1
6.7%[115 µM]	CC(C)N1C(=O)CO[C@H]2CN(C(=O)c3ccncc3)C[C@H]21
-11.3%	COc1ccc(OC)c(N(C)S(=O)(=O)c2ccc3c(c2)NC(=O)CC(=O)N3)c1
16.7%	O=C(c1ccc(CN2CCCCC2)cc1)N1CCOC2(CNCCOC2)C1 (stereo not given)
-3.1%	N#Cc1c(Cl)nc2c(c1C#N)CCCC2
?	N#C/C(C(N)=O)=C1/SC=C(c2ccccc2)N1c1ccccc1

KDM5B inhibitor: what is marked active above.
KDM5B inhibitor	compound
25.1µM*	COc1ccc(OCC2(C)COc3ccc(C(=O)NCC(C)C)cc3N2)cc1 (stereo not given)
31.6µM*	COc1cccc(NC(=O)c2cnc3c(c2)N(Cc2ccccc2)CCC3)c1

Rewritten with each value named: entries from further up
COCCNC(=O)[C@@H]1C[C@H](Oc2cccnc2)CN1C(=O)c1ocnc1C
- KDM5B inhibitor: ?
O=C(CCS(=O)(=O)c1ccc(Br)cc1)Nc1ccc(Cl)c(C(F)(F)F)c1
- KDM5B inhibitor: -22.1%
CNC(=O)[C@@H]1CN(C(=O)c2ccc(F)c(F)c2)C[C@H]1COC
- KDM5B inhibitor: 22.9%

(listing goes on)
KDM5B inhibitor	compound
-0.7%	O=C(O)c1cc(Cl)c(Cl)[nH]1
-9.5%	CC(C)c1ccc(CS(=O)(=O)Cc2ccc(C#N)cc2)cc1
8.2%	COc1cc(CN2CCc3nc(N4CCN(C)CC4)[nH]c(=O)c3CC2)cc(OC)c1
-2.6%	CCCCC(=O)Nc1nnc(S(=O)(=O)N2CCCCCC2)s1
5.9%	Cc1ccccc1C(=O)N1c2ncnn2C2(CCCCC2)[C@@H]2CCCC[C@@H]21
19.1%	CC(C)(C)c1coc2cc3o/c(=N/O)c4c(c3cc12)CCC4
-3.7%	COc1cc(NC(=O)/C=C/c2ccccc2)c(C(=O)O)cc1OC
7.94µM*	O=C(NCCc1nc(-c2cccnc2)n[nH]1)C1NCCc2[nH]cnc21 (stereo not given)
11.1%	COCCN(C(=O)CCC(=O)Nc1cc(C)on1)C(C(=O)NC(C)(C)C)c1cccc(OC)c1OC (stereo not given)
-10.6%[86.2 µM]	CN1CCN(C(=O)[C@@H]2CCC[C@@H](NC(=O)c3ccc(Cl)cc3)CN(C)C(=O)C2)CC1
-1.9%	CCOC(=O)C(N)C(=O)OCC
-14.5%	CCC1CN(C(=O)c2ccc3ccccc3n2)CCC(=O)N1Cc1ccccc1 (stereo not given)
-26.5%	O=C(c1cc(F)ccc1Cl)N1CCCC1c1nncn1Cc1ccncc1 (stereo not given)
?	O=C(NCC1CCOCC1)C1CC(=O)N(c2n[nH]c3cccc(F)c23)C1 (stereo not given)
10.3%	CC(C)(C)C(=O)NCCCC(=O)NCC1CC1
25.9%	CCCCCCCCCCOc1ccc(C(=O)OCC(=O)c2ccc(Cl)cc2)cc1
17.7%	COc1ccc(S(=O)(=O)n2ccc(-c3ccc4c(c3)CCC(C)(C)O4)n2)cc1
-28.1%	O=C(c1ccoc1)N1CCCC(c2noc(COc3ccccc3F)n2)C1 (stereo not given)
9.0%	Cc1[nH]c2ccccc2c1C(=O)N1CCN(S(=O)(=O)c2ccc(F)cc2F)CC1
-5.6%	C=CCNC(=O)C(NC(=O)c1ccc(OC)cc1)C1CCN(C(=O)C2CC2)CC1 (stereo not given)
?	Cc1ccc2nc(-c3ccc(C)s3)c(Nc3ccc4c(c3)OCCO4)n2c1
49.8%[activator]	O=C(N[C@H]1[C@@H]2CCO[C@@H]2[C@@H]1C1CCCC1)c1ccccc1OC(F)F
3.9%	O=C(COC(=O)c1c(F)cccc1Cl)c1ccc(C2CCCCC2)cc1
4.0%	CC(C)CCNC(=O)c1ccc2c(Cl)c3c(nc2c1)CCCC3
28.5%	CCNC(=O)N1CCCC1c1noc(CCC(=O)N(C)CCOC)n1 (stereo not given)
-10.1%	Cc1cc(C(=O)OCC(=O)NC(=O)NC(C)(C)C)c2ccccc2n1
19.8%	CCOc1ccc(Nc2nc(C)c(NC(=O)c3cccc(F)c3)c(Nc3ccc(OCC)cc3)n2)cc1
-11.5%	Cc1ccc(C)c(C(=O)N2CCC(C3CCNC3)CC2)c1 (stereo not given)

Some of the entries so far, with tabs.
Structure	KDM5B inhibitor
CCC(C)[C@H](NC(=O)OC(C)(C)C)c1nnc(SC)o1 (stereo not given in full)	0.9%
Cc1nnc([C@@H]2CC(F)(F)CN2S(=O)(=O)c2cccc(F)c2)o1	-2.4%

From PubChem BioAssay
